# MsrA inhibitor: bovine MsrA enzyme inhibitors, primary screen, biochemical, absorbance, HTS. Methionine sulfoxide reductase A (Bos taurus). purified bovine MsrA, absorbance read-out. inhibition, % at 15.5 µM. 360,000 tested, 0.75% active. AID 651718, 2012; in the data active means inhibition above about 4.5%;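 further: 0% = vehicle wells with enzyme and 100% = reference inhibitor wells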
# PABP1 MLLE inh: inhibitors of PABP1 MLLE–PAM2 peptide binding, primary screen, biochemical, fluorescence polarization, FITC-PAM2, GST-MLLE; Polyadenylate-binding protein 1 (Homo sapiens), P11940; inhibition, % at 20 µM; 360,000 tested, 0.36% active; AID 588489, 2011; in the data active means inhibition above about 35%, passing the limit was not always enough;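 further: plate controls were DMSO wells with GST-MLLE for no effect and wells lacking GST-MLLE protein for full effect; some results filed as inactive read as strong as hits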
# NRP1-CendR mod: modulators of CendR peptide binding to NRP-1, primary screen, biochemical, fluorescence polarization, uHTS; AID 602438, 2012; FAM-RPARPAR peptide binding to NRP-1; 360,000 tested, 0.85% active; inhibition, % at 25 µM;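 active means inhibition or corrected inhibition above about 18%, plus a signal ratio from 0.5 to 1.5, limit read from the data, passing the limit was not always enough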; further: strong numbers were not always called active
# Target sequence (O14786 whole entry, looked up): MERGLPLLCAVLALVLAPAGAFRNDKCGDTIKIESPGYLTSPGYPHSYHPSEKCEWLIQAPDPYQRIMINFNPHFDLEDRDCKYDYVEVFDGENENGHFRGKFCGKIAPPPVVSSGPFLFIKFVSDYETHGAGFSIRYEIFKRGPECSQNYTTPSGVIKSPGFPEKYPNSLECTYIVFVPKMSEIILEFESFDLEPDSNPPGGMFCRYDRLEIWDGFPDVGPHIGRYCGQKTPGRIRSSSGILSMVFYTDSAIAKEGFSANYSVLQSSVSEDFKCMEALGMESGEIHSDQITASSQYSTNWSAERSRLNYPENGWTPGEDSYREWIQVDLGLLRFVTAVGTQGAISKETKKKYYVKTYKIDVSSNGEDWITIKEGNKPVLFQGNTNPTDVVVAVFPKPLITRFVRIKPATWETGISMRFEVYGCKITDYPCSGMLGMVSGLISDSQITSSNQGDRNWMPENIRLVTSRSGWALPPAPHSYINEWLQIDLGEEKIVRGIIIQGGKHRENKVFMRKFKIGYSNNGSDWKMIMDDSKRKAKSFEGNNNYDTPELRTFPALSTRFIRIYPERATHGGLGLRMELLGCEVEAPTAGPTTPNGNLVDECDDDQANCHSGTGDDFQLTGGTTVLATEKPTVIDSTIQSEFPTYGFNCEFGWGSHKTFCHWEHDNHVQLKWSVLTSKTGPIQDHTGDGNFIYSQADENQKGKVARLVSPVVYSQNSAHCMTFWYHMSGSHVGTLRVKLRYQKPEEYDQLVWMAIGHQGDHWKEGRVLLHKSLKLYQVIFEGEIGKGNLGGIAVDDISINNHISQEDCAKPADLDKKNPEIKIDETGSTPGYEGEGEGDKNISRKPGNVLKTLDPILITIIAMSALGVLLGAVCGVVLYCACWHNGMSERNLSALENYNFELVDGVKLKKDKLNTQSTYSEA
# E coli Lon inh: inhibitors of E. coli Lon protease, primary screen, biochemical, fluorescence polarization; purified E. coli Lon protease; 360,000 tested, 0.42% active; P0A9M0; AID 602123, 2011; inhibition, % at 7.94 µM; in the data active means inhibition above about 13%, passing the limit was not always enough;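 further: 0% = enzyme with probe and DMSO and 100% = no enzyme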
# SKN-1 block: suppressors of acrylamide-induced Pgst-4::GFP reporter in worms, primary screen, SKN-1 inhibitor project, whole organism, uHTS, GFP/RFP fluorescence ratio, strain VP596 | AID 624304, 2012 | 360,000 tested, 0.49% active | C. elegans VP596 Pgst-4::GFP/RFP ratio, 24 h | inhibition, % at 21.8 µM;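 active means interference check ratio from 0.5 to 1.5 plus GFP to RFP signal ratio inhibition reaching or exceeding a fixed threshold, cut at about 30% in these data, passing the limit was not always enough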; further: some compounds called inactive have numbers as strong as hits
# MT1-MMP act inh: blockers of MT1-MMP proenzyme processing, primary screen, HT1080 RFP-PRO-GFP cells, GFP/RFP fluorescence | 360,000 tested, 0.061% active | GFP/RFP ratio fluorescence, overnight; percent of plate control window, DMSO zero | GFP/RFP ratio change, % at 20 µM;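 active means GFP/RFP ratio change of at least 30% with cell ATP level not reduced by more than half and red fluorescence within 50% of control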; further: strong numbers were not always called active
#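 Compound: 20 µM single dose, 1% DMSO / System: HT1080 RFP-PRO-GFP cells / Controls: DMSO and RFP-L50D-GFP cell wells / Read-out basis: GFP/RFP fluorescence ratio / Schedule: overnight compound exposure at 37 °C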
# Tb MetRS inh: T. brucei MetRS inhibitors, primary screen, biochemical, luminescence; methionyl-tRNA synthetase (Trypanosoma brucei brucei); purified T. brucei MetRS, ATP depletion, Kinase-Glo luminescence; inhibition, % at 11.9 µM; 360,000 tested, 0.4% active; AID 624268, 2012;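 active means inhibition above a per-plate cutoff of the control wells' mean inhibition plus 3 SD, cut at about 5.5% in these data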;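 further: 0% = DMSO wells median and 100% = median of wells with control inhibitor compound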
#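 technique = Kinase-Glo luminescence, ATP depletion format | system = purified MetRS (methionyl-tRNA synthetase) enzyme from Trypanosoma brucei | timing = 15 min preincubation, 2 h reaction, all 25 °C | evaluation = percent inhibition versus plate control medians | dosing = single dose, 11.9 µM final nominal, 0.9% final DMSO | also added = substrates ATP, L-methionine and bulk Escherichia coli tRNA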
# MsrA act: bovine MsrA enzyme activators, primary screen, biochemical, absorbance, HTS | Methionine sulfoxide reductase A (Bos taurus) | purified bovine MsrA, absorbance read-out | 360,000 tested, 0.3% active | activation, % at 10.6 µM; in the data active means activation above about 7.5%;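 further: 0% = vehicle and 100% = reference activator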
# FAS-TE inh: FAS thioesterase domain inhibitors, primary screen, biochemical, fluorescence intensity, uHTS; Fatty acid synthase (Homo sapiens), P49327; recombinant FAS-TE, OMFH fluorogenic substrate, fluorescence endpoint; inhibition, % at 15 µM; 360,000 tested, 0.67% active; AID 602261, 2012;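 active means compounds whose normalised, plate-corrected inhibition of enzyme fluorescence in the single-dose primary screen is 50% or more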;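 further: 0% = DMSO with enzyme and 100% = substrate without enzyme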
# Active calls of the source: *; / = no result given.
entry | compound | MsrA inhibitor | PABP1 MLLE inh | NRP1-CendR mod | E coli Lon inh | SKN-1 block
1 | O=C(COc1ccc(Br)cc1)NC(=S)Nc1ccccc1N1CCOCC1 | 2.1 | 15.7 | 4.7 | -14.7 | 15.4
2 | O=C(/C=C/c1cccc([N+](=O)[O-])c1)NCCSCc1ccccc1Cl | 1.5 | 0.0 | -2.5 | 0.4 | 5.3
3 | CC(C)(C)c1ccc(NC(=O)c2c(F)cccc2Cl)cc1 | 0.1 | 4.1 | 2.2 | -0.1 | -3.5
4 | CCOC(=O)c1c(C)[nH]c(C(=O)N2CCN(c3ccc(OC)cc3)CC2)c1C | 1.7 | -5.1 | 1.9 | 8.6 | 1.2
5 | OCCC1CN(Cc2ccc(-c3ccco3)cc2)CCN1Cc1ccsc1 (centres undefined) | -0.3 | 8.8 | -0.9 | -0.5 | 9.5
6 | Nc1nccnc1C(=O)OCC(=O)NCCc1ccc(S(N)(=O)=O)cc1 | 1.6 | 15.5 | -1.6 | 10.0 | 0.3
7 | CCN(CC)c1ccc(NC(=O)c2cc(OC)cc(OC)c2)c(C)c1 | 0.6 | 1.4 | -10.7 | -2.1 | 7.5
8 | COc1cc2c(cc1OC)/C(=C/c1ccc(Cl)cc1)C(=O)OC2 | 3.8 | 4.5 | 1.8 | -1.8 | 2.7
9 | Cc1ccc(NC(=O)CN(C)C(=O)Cn2ccsc2=N)cc1 | -1.2 | 7.7 | -7.2 | 7.2 | 3.5
10 | CC(=O)c1cccc(NC(=O)COC(=O)C2CCCN2C(=O)c2cccs2)c1 (centres undefined) | 0.0 | -7.0 | 1.4 | -13.9 | -5.4
11 | N#CC1=C(SCC(=O)Nc2ccccc2)NC(=O)CC1c1ccco1 (centres undefined) | 0.1 | -1.6 | -1.6 | 1.6 | 1.0
12 | CCCCCCn1c(C(C)O)nc2ccccc21 (centres undefined) | -0.3 | 8.4 | 4.8 | 2.2 | 11.3
13 | COc1ccc(C(=O)Nc2n[nH]c(-c3ccncc3)n2)cc1 | -0.4 | -7.1 | 25.7* | -1.2 | -12.3
14 | CCOc1cc(N2CCOCC2)c(OCC)cc1NC(=O)CSc1ncccc1C(=O)O | 0.1 | -28.3 | 11.2 | -3.9 | -7.2
15 | Cc1[nH][nH]c(=O)c1C(c1ccc(-c2ccc(F)cc2)o1)c1c(C)[nH][nH]c1=O | 2.8 | 1.9 | -3.7 | -1.4 | -10.3

entry | MT1-MMP act inh | Tb MetRS inh | MsrA act | FAS-TE inh
1 | 1.6 | -0.6 | -1.1 | 27.8
2 | 8.0 | -0.4 | -9.3 | 75.4*
3 | 2.7 | 1.9 | -2.4 | 1.2
4 | 2.5 | 0.2 | -2.2 | 0.4
5 | 2.4 | -0.6 | -7.8 | -0.2
6 | -9.8 | -0.6 | -1.5 | -7.4
7 | 0.7 | -0.8 | -5.1 | 3.2
8 | -3.3 | 0.1 | -2.8 | 1.1
9 | 1.3 | -0.8 | -1.5 | 0.1
10 | -9.9 | -0.3 | -13.9 | -7.8
11 | 3.7 | -0.6 | -3.2 | -4.8
12 | -0.7 | -0.3 | -2.6 | -4.4
13 | -4.2 | -0.8 | -8.0 | -10.5
14 | 0.8 | 0.1 | -2.3 | -10.4
15 | -2.8 | 0.8 | 3.4 | 32.6

# Later entries.
entry | compound | MsrA inhibitor | PABP1 MLLE inh | NRP1-CendR mod | E coli Lon inh | SKN-1 block
16 | COc1ccc(CC(=O)N2CCCc3ccccc32)cc1OC | -1.2 | 1.9 | 7.7 | 9.2 | 11.0
17 | O=C(NCc1ccccc1)c1ccc2nnsc2c1 | 2.6 | 14.7 | -0.6 | / | -0.2
18 | CCOC(=O)c1c(S(=O)(=O)Nc2ccc(CN3CCC(C)CC3)cc2)c(C)n(C)c1C | 1.5 | -7.2 | 1.8 | -0.1 | 0.3
19 | Cc1cc(C)c2nc(N)sc2c1 | 0.0 | -4.2 | 6.4 | -4.6 | 2.1
20 | CC(=O)Nc1ccc(NC(=S)NC(=O)c2oc3ccccc3c2C)cc1 | 0.2 | 11.7 | 2.3 | 0.3 | 1.2
21 | Cc1c(C(=O)O)sc2nc(/C=C/c3cccc(F)c3)[nH]c(=O)c12 | 0.5 | -7.1 | -31.0 | -3.1 | 20.6
22 | CSc1ccc(CNC(=O)C(C)n2nc(C)c3c(C)n(-c4ccccc4)nc3c2=O)cc1 (centres undefined) | -0.6 | -9.3 | -0.7 | -3.7 | 11.7
23 | COC(=O)c1sccc1NC(=O)c1csc2c1CCCC2 | / | 11.2 | -0.7 | 1.7 | 8.5
24 | Cc1nc(-c2ccc(C#N)cc2)cs1 | 0.3 | -9.9 | -7.0 | -5.9 | 9.4
25 | COc1ccc([N+](=O)[O-])cc1N1C(=O)c2cccc3cccc(c23)C1=O | 0.6 | 6.8 | 4.6 | -1.9 | 9.7
26 | Cc1ccc(Cl)cc1NC(=O)C(Cc1ccccc1)N1C(=O)C2C3CCC(C3)C2C1=O (centres undefined) | -1.1 | -3.6 | -4.7 | -1.1 | 7.7
27 | Cc1ccc(-n2nnnc2SCC(=O)NC(C(=O)O)(c2ccccc2)c2ccccc2)cc1C | -0.4 | -41.8 | 3.3 | 5.7 | 9.4
28 | Cc1ccc(/C=N/NC(=O)c2sccc2OCc2ccc(F)cc2)cc1 | 1.5 | 6.6 | 10.5 | 4.5 | 7.8
29 | CC1CCc2c(sc(NC(=O)c3ccco3)c2C(=O)O)C1 (centres undefined) | 5.8* | 7.1 | -11.4 | -17.1 | 13.5
30 | Cc1cc(C)nc(NC(=O)CSc2nc3cc(Cl)ccc3s2)n1 | 1.2 | -89.7 | 1.3 | -4.4 | 10.0

entry | MT1-MMP act inh | Tb MetRS inh | MsrA act | FAS-TE inh
16 | 1.8 | -1.2 | 9.6* | -2.7
17 | 5.3 | / | / | 0.7
18 | 1.7 | -0.3 | -3.1 | -9.0
19 | -2.2 | -0.4 | -1.6 | -6.6
20 | 1.6 | 0.3 | -0.1 | -5.8
21 | 6.6 | -0.2 | -1.7 | -2.2
22 | 1.8 | 0.0 | -2.0 | 1.6
23 | -12.1 | 0.0 | -1.4 | 23.5
24 | 6.5 | -0.8 | -0.9 | -4.6
25 | -0.3 | 0.2 | -4.7 | 2.5
26 | -2.4 | -1.0 | -11.1 | 23.5
27 | -2.7 | 0.0 | -4.7 | -0.9
28 | 3.9 | -0.4 | 1.0 | 33.0
29 | -4.4 | -0.1 | -3.4 | -4.5
30 | 7.4 | -1.1 | -4.5 | -1.2

# Overlap with the part before: six entries; new compounds follow.
entry | compound | MsrA inhibitor | PABP1 MLLE inh | NRP1-CendR mod | E coli Lon inh | SKN-1 block
25 | COc1ccc([N+](=O)[O-])cc1N1C(=O)c2cccc3cccc(c23)C1=O | 0.6 | 6.8 | 4.6 | -1.9 | 9.7
26 | Cc1ccc(Cl)cc1NC(=O)C(Cc1ccccc1)N1C(=O)C2C3CCC(C3)C2C1=O (centres undefined) | -1.1 | -3.6 | -4.7 | -1.1 | 7.7
27 | Cc1ccc(-n2nnnc2SCC(=O)NC(C(=O)O)(c2ccccc2)c2ccccc2)cc1C | -0.4 | -41.8 | 3.3 | 5.7 | 9.4
28 | Cc1ccc(/C=N/NC(=O)c2sccc2OCc2ccc(F)cc2)cc1 | 1.5 | 6.6 | 10.5 | 4.5 | 7.8
29 | CC1CCc2c(sc(NC(=O)c3ccco3)c2C(=O)O)C1 (centres undefined) | 5.8* | 7.1 | -11.4 | -17.1 | 13.5
30 | Cc1cc(C)nc(NC(=O)CSc2nc3cc(Cl)ccc3s2)n1 | 1.2 | -89.7 | 1.3 | -4.4 | 10.0
31 | Cc1c(C(=O)N(CCO)Cc2ccccc2)oc2c(F)cccc12 | -1.0 | -1.1 | 9.7 | -0.2 | 12.6
32 | COc1ccc(Cl)cc1-c1cc(C(=O)Nc2ccc(Br)cc2)[nH]n1 | -0.8 | -0.1 | -4.1 | -6.8 | 15.5
33 | O=C(CSc1nc(=O)n2cc(Cl)ccc2n1)NCCc1ccccc1 | 1.9 | -38.4 | -60.1 | -28.9 | 3.3
34 | O=C(OCC#CCSc1nnc(-c2ccc(Br)cc2)o1)c1cccs1 | 1.0 | -124.6 | -9.1 | 7.8 | 0.7
35 | COc1cc(C=O)ccc1OCCSc1ccc(C)cc1 | 1.1 | -1.5 | -8.2 | 5.6 | 6.5
36 | N#Cc1cccc(C(=O)Nc2ccccc2C(=O)NC2CC2)c1 | -0.6 | -5.8 | 8.8 | -18.4 | 8.4
37 | COc1ccc(CCn2c(=O)c3cccnc3n(Cc3cccc([N+](=O)[O-])c3)c2=O)cc1OC | 0.4 | 9.1 | -1.1 | -5.5 | -2.6
38 | Cc1cc(C2(c3ccc(O)c(C)c3)OC(=O)c3ccccc32)ccc1O | -1.6 | 4.4 | -6.4 | 0.4 | 6.1
39 | CCOC(=O)c1ccc2nc(NC(C)=O)sc2c1 | -0.4 | 11.1 | 5.6 | -1.6 | 11.3
40 | C=CCOc1cccn2c(N(C)C(=O)c3ccc(OC)cc3)c(CC)nc12 | 0.3 | 13.7 | -8.2 | -11.7 | 13.3
41 | Cc1ccc(OCCN2CCOCC2)cc1C | -1.1 | 9.0 | 3.0 | 1.6 | 13.8
42 | O=C(CCN=C1NS(=O)(=O)c2ccccc21)OCc1cccc(Cl)c1 | 0.0 | -4.1 | 0.1 | 2.7 | 2.8
43 | O=C(NCc1ccco1)c1nc2c(nnn2Cc2ccccc2Cl)c(=O)[nH]1 | 1.1 | -0.8 | -15.8 | -4.5 | -2.5
44 | CC1CCCCN1C(=O)c1ccc(Br)o1 (centres undefined) | 0.6 | -0.3 | 5.2 | -9.7 | -2.8
45 | CCOc1ccc(-c2nnc(NC(=O)COc3ccccc3F)o2)cc1 | 1.2 | 5.2 | -4.9 | -7.3 | -0.3

entry | MT1-MMP act inh | Tb MetRS inh | MsrA act | FAS-TE inh
25 | -0.3 | 0.2 | -4.7 | 2.5
26 | -2.4 | -1.0 | -11.1 | 23.5
27 | -2.7 | 0.0 | -4.7 | -0.9
28 | 3.9 | -0.4 | 1.0 | 33.0
29 | -4.4 | -0.1 | -3.4 | -4.5
30 | 7.4 | -1.1 | -4.5 | -1.2
31 | -1.9 | -0.3 | -0.5 | 2.8
32 | 1.4 | -0.5 | -3.3 | 22.1
33 | -8.8 | 0.6 | -3.9 | -5.2
34 | 11.6 | -0.4 | -3.6 | 28.9
35 | 3.0 | -0.1 | -2.5 | 17.6
36 | -0.3 | -0.4 | -2.1 | 1.2
37 | -2.3 | -1.0 | -7.0 | 48.9
38 | -1.9 | 1.1 | -2.1 | 5.3
39 | -1.4 | 0.1 | 0.9 | -1.6
40 | -6.8 | -0.2 | -3.9 | -5.2
41 | 11.9 | -1.7 | -9.8 | -5.8
42 | 11.0 | -0.2 | -9.5 | -7.3
43 | -56.3 | -0.2 | 0.1 | -5.2
44 | -0.8 | -0.1 | -1.8 | -4.4
45 | -2.1 | -0.3 | -1.4 | -2.2

# Source: PubChem

# An unsorted share of the library (roughly 4% active in at least one column).
